Bioassay records as filed in PubChem BioAssay.
TIM10 inh – inhibits growth of TIM10 yeast strain; 1.4% of 330,000 active; inhibition, % at 10 µM; S. cerevisiae TIM10 strain growth, BacTiter-Glo luminescence, 24 h;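 active = inhibition of 40% or more at the single tested concentration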;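 note: wild-type TIM10 isogenic control strain grown at permissive 25 °C; 0% = DMSO yeast wells and 100% = minimal medium wells without yeast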
tim10-1 inh – tim10-1 yeast growth inhibition; S. cerevisiae tim10-1 ts strain growth, BacTiter-Glo, 24 h; inhibition, % at 20 µM; AID 463190; 2.2% of 330,000 active;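 active = inhibition of at least 40%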;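 note: mutant grown at 25 °C; 0% = DMSO wells with yeast and 100% = wells holding no yeast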
Mdm2-MdmX inh – inhibitors of human Mdm2/MdmX interaction. SaOS-2 split-luciferase Mdm2/MdmX complementation, luminescence. 3% of 330,000 active. O15151+Q00987. inhibition, % at 8 µM. AID 485346;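 active = inhibition of at least 50% at 8 µM in the primary screen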
UPR XBP1 act – adaptive UPR (XBP1) activation; CHO-XBP1 luciferase reporter, IRE1-XBP1 UPR activation, luminescence; percent of tunicamycin response, DMSO as zero; activation, % at 20 µM; 0.33% of 330,000 active;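 active = versus positive control, 20 µM dose yields 30% or more activation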;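 note: 100% = tunicamycin at 10 µg/mL and 0% = DMSO only wells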
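Assay system: CHO-XBP1 luciferase reporter cells; Schedule: 6 h treatment, 37 °C; Detection: glow luminescence from Steady-Glo reagent; Benchmarks: high control tunicamycin 10 µg/mL final, low control DMSO vehicle only.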
tim23-1 inh – tim23-1 yeast growth inhibition; S. cerevisiae tim23-1 growth, BacTiter-Glo luminescence, 24 h; inhibition, % at 20 µM; 1.3% of 330,000 active;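 active = growth inhibition of the mutant yeast at or above 50%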;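 note: temperature-sensitive mutant grown at 25 °C; plate controls were DMSO-treated mutant yeast for no effect and medium wells lacking yeast for full effect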
APJ ag – APJ receptor agonism; P35414; CHO-K1 APJ PathHunter beta-arrestin, luminescence; 0% DMSO wells, 100% apelin; activation, % at 20 µM; 0.11% of 330,000 active;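 active = activation more than six SD over the plate average, tested at 20 µM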;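 note: 0% = DMSO alone and 100% = apelin-13 at 10 nM; some results filed as inactive read as strong as hits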
Target sequence (P35414 whole entry, looked up): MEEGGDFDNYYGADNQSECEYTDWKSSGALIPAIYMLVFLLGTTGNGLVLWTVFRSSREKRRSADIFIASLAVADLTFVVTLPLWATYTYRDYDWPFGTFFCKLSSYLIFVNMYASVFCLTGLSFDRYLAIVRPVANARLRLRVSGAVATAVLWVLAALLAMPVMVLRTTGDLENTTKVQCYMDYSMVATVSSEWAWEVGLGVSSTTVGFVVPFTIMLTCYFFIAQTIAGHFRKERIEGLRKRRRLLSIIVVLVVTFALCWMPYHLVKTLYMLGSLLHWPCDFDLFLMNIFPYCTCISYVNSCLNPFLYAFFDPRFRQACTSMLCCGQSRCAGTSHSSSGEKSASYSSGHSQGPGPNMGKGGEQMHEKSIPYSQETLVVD
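Incubation: overnight seeding, 90 min compound at 25 °C, 1 h detection; test system: PathHunter CHO-K1 APJ (AGTRL-1) beta-arrestin reporter cells; amount: 1000 cells/well; doses: one dose, 20 µM compound, 1% DMSO; measured by: beta-gal luminescence; measure: agonist-driven arrestin binding to APJ; benchmarks: negative DMSO alone, positive Apelin-13 at 10 nM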
CXCR6 block – CXCR6 (human) receptor inhibition | inhibition, % at 20 µM | 0.36% of 360,000 active | CHO-K1 PathHunter CXCR6 beta-arrestin, luminescence | O00574; in the data active = inhibition above about 34%, passing the limit was not always enough;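 note: antagonist mode with CXCL16 agonist at 10 nM final; 0% = 10 nM CXCL16 with DMSO and 100% = unstimulated wells without agonist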
Target sequence (O00574 whole entry, looked up): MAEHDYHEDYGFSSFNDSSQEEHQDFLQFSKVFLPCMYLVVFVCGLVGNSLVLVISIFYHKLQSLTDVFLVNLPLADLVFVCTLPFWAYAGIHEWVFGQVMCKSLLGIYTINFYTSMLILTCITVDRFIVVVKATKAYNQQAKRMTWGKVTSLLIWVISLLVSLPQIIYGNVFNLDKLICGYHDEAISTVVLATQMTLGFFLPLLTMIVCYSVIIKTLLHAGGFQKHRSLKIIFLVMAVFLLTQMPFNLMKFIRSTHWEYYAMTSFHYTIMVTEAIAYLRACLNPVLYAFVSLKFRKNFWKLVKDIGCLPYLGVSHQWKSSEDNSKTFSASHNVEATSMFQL
UPR CHOP act – activators of apoptotic arm of unfolded protein response (CHOP) | CHO-CHOP luciferase reporter, UPR activation, luminescence; percent of tunicamycin response over DMSO baseline | activation, % at 10 µM | 0.34% of 330,000 active | AID 449763;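 active = at 10 µM dose, activation of 40% or more, normalized to positive control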;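 note: 100% = tunicamycin at 10 µg/mL and 0% = DMSO alone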
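Assay system: CHO cells with stable CHOP pathway luciferase reporter; Buffer or medium: F12 plus 10% serum; Times: 16-18 h cell attachment, then 6 h compound exposure, 37 °C; Signal: luciferase luminescence; Read-out basis: percent activation relative to tunicamycin control; Control set: tunicamycin high control, DMSO low control.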
APJ antag – antagonists of human APJ apelin receptor; CHO-K1 APJ beta-arrestin complementation, luminescence; inhibition, % at 20 µM; 0.32% of 330,000 active;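 active = inhibition above about 40% at 20 µM, limit read from the data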;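 note: cells challenged with 10 nM apelin-13 agonist together with compound; plate controls were apelin-13 plus DMSO wells for no effect and DMSO wells lacking apelin-13 for full effect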
An asterisk follows results filed as active.

SMILES	TIM10 inh	tim10-1 inh	Mdm2-MdmX inh	UPR XBP1 act	tim23-1 inh	APJ ag	CXCR6 block	UPR CHOP act	APJ antag
Cc1ccc(S(=O)(=O)n2nc(-c3ccc(Cl)cc3)nc2NCc2ccco2)cc1	18	25	23	7	27	-4	10	1.6	23
N#Cc1nc(-c2cccc3ccccc23)oc1NCCN1CCCCC1	-5	17	3	10	16	-2	4	5.2	14
CC(=O)NC(Cc1ccccc1)C(=O)N1CCN(C(=S)NCC(C)C)CC1 (stereo unspecified)	3	-8	15	-3	8	-3	5	-1.1	-2
Cc1ccc(-c2nnc3sc(C4COc5ccccc5O4)nn23)cc1 (stereo unspecified)	27	30	17	4	27	-1	-7	0.6	13
Cc1cc(C)cc(Nc2cc(C)nc3nc(C)nn23)c1	6	-2	8	-4	-7	-2	0	-1.5	16
COc1cc(C2C(C(=O)c3ccc(C)o3)=C(O)C(=O)N2Cc2cccnc2)ccc1O (stereo unspecified)	6	6	20	-6	-2	-2	8	-2.3	4
CC(=O)C[C@H](O)CC(=O)[C@@H]1OC(=O)[C@@H](C)C/C=C\Cc2ccccc21	4	-4	3	1	-2	-4	0	0.5	5
CCN(CC)C(=O)CSc1nc(O)c(Cc2ccccc2)c(=O)n1-c1ccccc1	3	1	-7	-3	7	1	2	0.6	-11
CC(NC(=O)C1CCCN(C(=O)N(C)C)C1)c1ccccc1 (stereo unspecified)	-3	-4	26	1	2	1	-6	0.1	11
O=C(Cn1cnc2ccccc21)Nc1ccc2c(c1)OCCCO2	3	-11	-5	-4	-6	-3	-5	0.7	12
COc1ccc2c(c1)c(C(C)=O)c(C)n2-c1ccccc1OC	-2	36	-7	-3	36	-2	3	-2.0	-6
COC(=O)c1[nH]c2ccc(F)cc2c1NC(=O)CCN1CC(C)OC(C)C1 (stereo unspecified)	9	5	11	2	2	-3	-6	1.9	3
O=C(COC(=O)CNC(=O)c1ccc(Cl)cc1Cl)NNC(=O)c1ccccc1F	-2	12	4	-4	-7	-5	-9	0.2	6
COc1ccc(-c2cc(CCCC(=O)NCCc3ccc(OC)cc3OC)no2)cc1	-3	14	5	-2	9	2	5	-1.3	10
CC(C)S(=O)(=O)c1csc(C(=O)NNC(=O)Nc2ccccc2)c1Cl	5	12	14	0	9	2	4	1.2	-29
CC1(C)CC(=O)C(C=Nc2ccccc2)=C(O)C1	-4	17	18	15	13	-6	4	2.4	9
CCC(OC(=O)c1cccs1)C(=O)NCc1ccc2c(c1)OCO2 (stereo unspecified)	0	11	5	5	5	-3	1	-1.0	6
Cc1nn(CCCC(=O)Nc2nccs2)c(C)c1[N+](=O)[O-]	-23	11	15	-1	-1	1	-8	2.1	-13
Cc1ccc(CNC(=O)CCCN2C(=S)NC(C)(C)CC2C)cc1 (stereo unspecified)	-1	11	14	2	1	-1	-1	-1.1	-4
O=C(CCCN=C1NS(=O)(=O)c2ccccc21)OCc1ccc(F)cc1	0	15	20	-3	-7	5	-7	-0.6	-3

Entries of single compounds, quoted from the list. Order of screens: TIM10 inh | tim10-1 inh | Mdm2-MdmX inh | UPR XBP1 act | tim23-1 inh | APJ ag | CXCR6 block | UPR CHOP act | APJ antag
`O=C(CCCN=C1NS(=O)(=O)c2ccccc21)OCc1ccc(F)cc1` is listed with 0 | 15 | 20 | -3 | -7 | 5 | -7 | -0.6 | -3
`COc1ccc(-c2cc(CCCC(=O)NCCc3ccc(OC)cc3OC)no2)cc1` is listed with -3 | 14 | 5 | -2 | 9 | 2 | 5 | -1.3 | 10
`CCC(OC(=O)c1cccs1)C(=O)NCc1ccc2c(c1)OCO2` (stereo unspecified) is listed with 0 | 11 | 5 | 5 | 5 | -3 | 1 | -1.0 | 6
`CC1(C)CC(=O)C(C=Nc2ccccc2)=C(O)C1` is listed with -4 | 17 | 18 | 15 | 13 | -6 | 4 | 2.4 | 9
`COc1ccc2c(c1)c(C(C)=O)c(C)n2-c1ccccc1OC` is listed with -2 | 36 | -7 | -3 | 36 | -2 | 3 | -2.0 | -6

The list continues.
SMILES	TIM10 inh	tim10-1 inh	Mdm2-MdmX inh	UPR XBP1 act	tim23-1 inh	APJ ag	CXCR6 block	UPR CHOP act	APJ antag
O=C(COC(=O)c1ccco1)NCc1ccccc1Cl	-29	12	-27	1	11	-1	2	2.5	8
COc1ccc(-n2nc(C(=O)NCC(=O)NCCCN3CCOCC3)c3ccccc3c2=O)cc1OC	-17	8	-1	-2	12	-1	0	1.5	-12
Cc1ccc(NS(=O)(=O)c2ccccc2)c2c1CC(C)(C)O2	19	22	0	-1	27	-2	-4	-1.0	3
CCCSc1ccc([C@H]2N[C@@](C)(C(=O)OC)[C@H]3C(=O)N(CC)C(=O)[C@@H]23)cc1	7	5	3	-2	6	-2	-1	-0.4	4
COc1ccc(N2CCN(c3c(S(=O)(=O)c4ccccc4)cnc4ccc(OC)cc34)CC2)cc1	-56	-23	28	1	-2	-4	5	6.5	8
COc1ccc(NS(=O)(=O)c2cc(NC(=O)c3ccc(F)cc3)ccc2OC)cc1	29	25	20	-3	14	-3	-14	-0.9	-14
O=C(CSc1nncc2ccccc12)Nc1ccc(F)cc1	8	9	24	-1	-1	0	2	0.4	17
CCn1c(SCC(=O)n2nc(C)cc2C)nnc1-c1ccc2c(c1)OCO2	-5	17	4	-2	2	-3	-3	-1.5	1
COc1cccc(CNC(=O)C2CCN(S(=O)(=O)N3CCC(C)CC3)CC2)c1	4	7	8	-3	19	-1	6	-2.4	27
Cc1cc(Br)ccc1NC(=O)c1sc2ncn(CC(=O)N3CCN(c4ccccn4)CC3)c(=O)c2c1C	2	40	19	0	10	-3	6	0.6	8
COc1ccc(Nc2nc(N)nc(CN3CCN(c4ccccn4)CC3)n2)cc1	4	16	-19	-2	1	-2	-36	-1.0	5
COc1ccc(Cl)cc1NC(=O)CN(C)C(=O)c1cc2c(F)cccc2s1	26	33	40	-3	48	-1	-8	-1.3	2
CC1(C)CC(=O)C=C(c2ccc3[nH]ccc3c2)C1	6	33	-26	5	54*	-2	-6	0.7	14
O=C(c1cc(S(=O)(=O)N2CCOCC2)ccc1F)N1CCc2ccccc21	17	11	-26	-2	23	-2	3	1.0	-5
COC(=O)c1sccc1NC(=O)c1ccccc1	7	20	21	2	8	-4	5	-0.7	1
CC1CCN(S(=O)(=O)c2cccc(S(=O)(=O)N3CCCC3)c2)CC1	13	1	9	2	15	-3	1	2.3	5
COC(=O)c1ccc(S(=O)(=O)NCc2cccc(OC)c2)n1C	-2	-4	13	1	1	2	-1	-2.9	14
Cc1ccc(-n2ncc3c2CC(C)(C)CC3NC(=O)CCCN2CCCC2=O)cc1 (stereo unspecified)	-3	10	8	-6	16	-5	-12	-0.7	-4
Cc1cccc(-n2c(N)cc(=O)nc2SCC(=O)Nc2cc(C)on2)c1	11	-16	11	-4	6	1	2	-0.7	7
O=[N+]([O-])c1cc(S(=O)(=O)N2CCCC2)ccc1NCCCN1CCOCC1	-3	1	24	-3	17	-1	-1	-0.3	10
O=[N+]([O-])c1cccc2ccc(/C=C/c3cccc(Br)c3)nc12	11	11	-9	4	11	-2	6	5.2	-10
O=C1CN(c2ccc(Cl)cc2)C(=O)CN1NC(=S)Nc1ccc(Cl)cc1	2	-4	8	-1	3	1	3	5.4	26
CCC(=O)N(Cc1cc2ccc(C)cc2[nH]c1=O)c1ccccc1OC	0	8	4	-1	22	-3	6	-0.5	-11
O=C(OCn1nnc2ccccc2c1=O)c1cccnc1Cl	8	15	-20	-2	6	-5	35	-0.7	13
COc1ccc(C(=O)N2CCN(c3ncccn3)CC2)cc1	-18	20	9	-6	-8	0	-4	-0.6	-17
COc1ccccc1OCCCn1cc(C#N)c2ccccc21	-4	20	18	-4	16	-4	2	0.2	-6
CC1(C)CC(=O)C(CC2=C(O)CC(C)(C)CC2=O)C(=O)C1	7	17	23	-1	14	3	-7	0.3	-10
CCOC(=O)CNC(=S)NN(C)C	15	-4	-2	-3	-6	0	-2	-3.9	20
O=C(NCc1ccccc1)c1onc(CSc2ccc(F)cc2)c1C(=O)NCc1ccccc1	13	21	-12	-4	11	4	4	-2.1	5
CCN(CC)c1ccc(/C=N/Nc2cccc(C)c2)c(O)c1	5	9	-16	-5	17	-2	2	-0.5	-21
COc1ccc(-c2cc(C(=O)N/N=C(\C)c3ccco3)c3ccccc3n2)c(OC)c1	5	16	6	-3	8	-3	8	-0.2	-6
Cc1ccc(C)c(S(=O)(=O)N2CCN(c3nc(CN4CCOCC4)nc4sc(C)c(C)c34)CC2)c1	13	24	22	0	43	-4	2	-0.1	7
CCSc1nc2cc(OC)c(OC)cc2c(=O)n1CC	-15	-3	15	4	25	-2	-3	-1.7	14
CCCCCCOc1ccc(N2C(=O)CC(SCCN)C2=O)cc1 (stereo unspecified)	28	37	-11	-5	32	2	-8	0.2	-5
C=COC(=O)CSc1nc(-c2cccs2)ccc1C#N	4	9	-55	3	4	-1	2	2.8	3
CC1Cc2ccccc2N1C(=O)C1CCN(S(=O)(=O)c2cccs2)CC1 (stereo unspecified)	-5	-6	18	-1	1	-4	-7	-1.2	0
CC(NC(=O)NCc1cccnc1)(C(F)(F)F)C(F)(F)F	-5	12	1	2	5	2	14	-2.5	13
Cc1cc(C)c(CN2CCCC(CNC(=O)c3ccc(F)cc3)C2)c(-n2cccn2)c1 (stereo unspecified)	14	7	20	1	0	-4	-1	1.6	6
Cc1ccnc(NC(=O)CCc2c[nH]c3ccccc23)c1	19	11	21	-3	17	0	-6	7.8	-23
Nc1cccc2cc(-c3ccccc3)oc12	0	6	-40	5	24	-1	-16	6.6	-15
CC(C)(CC(=O)O)CC(=O)NCc1c(Cl)cccc1Oc1ccccc1	10	-7	-18	1	20	-1	5	-1.3	12
COC(=O)COc1ccc(C2NC(=O)NC(C)=C2C(=O)NCc2ccccc2)cc1OC (stereo unspecified)	-20	1	-4	-2	16	0	-12	2.6	-1
O=C(c1ccc2nc[nH]c2c1)N1CCN(S(=O)(=O)c2cccc(F)c2)CC1	8	-2	12	0	7	2	-2	2.3	2
CCN(c1ccccc1)S(=O)(=O)c1cc(OC)ccc1OC	16	20	6	-1	15	-4	6	0.8	10
CC12CCC(=O)N1C(C(=O)Nc1nc3ccc(Cl)cc3s1)CS2 (stereo unspecified)	-11	35	15	-4	44	-7	-8	0.6	4
CCOc1ccccc1OCCn1nc2ccccc2n1	-4	-2	7	-2	-1	0	1	2.7	-4
Cc1cccc(Cn2cccc2/C=C2/C(=N)N3C=CSC3=NC2=O)c1	23	16	5	1	15	-1	7	1.6	6
O=[N+]([O-])c1ccccc1S(=O)(=O)NCc1cccnc1	13	3	7	-1	-8	3	1	1.1	-3
Cc1ccc(NC2=NCC(=O)N2Cc2ccccc2)c(C)c1	6	14	22	-2	5	-4	-4	-3.1	-17
COc1cc(C(=O)Nc2nc(C)c(Cc3ccc4c(c3)OCO4)s2)cc(OC)c1OC	-6	14	79*	7	14	-4	-12	-0.7	15
CCOc1ccc(NC(=O)Cn2c(=O)oc3cc(Cl)ccc32)cc1	-12	-45	9	0	11	-5	-1	2.4	5

Only part of the results is shown; count on the stated rates, not on these rows.
